Bioassay records: PubChem BioAssay, several laboratories
HIV fusion peptide: cell-free HIV fusion peptide-binding blockers – biochemical, uHTS, fluorescence dequenching, primary screen (AID 1986); actives 0.3% (n = 290,000); cell-free peptide binding, fluorescence dequenching, 30 min; higher % means a stronger effect; inhibition, % at 20 µM, or IC50 in µM where a hit was titrated; in the data active means inhibition mostly above about 52%, no sharp cut-off; inactive means mostly below about 76%; further: some results filed as inactive read as strong as hits
GPR35 arrestin U2OS: inhibition of zaprinast-stimulated GPR35 beta-arrestin translocation – imaging, U2OS, beta-arrestin-GFP, zaprinast agonist, primary screen (AID 2058); U2OS GPR35 beta-arrestin-GFP translocation imaging, zaprinast antagonism; higher % means a stronger effect; inhibition, % at 10 µM; hits with a dose series show IC50 in µM; actives 0.052% (n = 290,000);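 active means inhibition of at least 50% with at least 30 cells and total cytoplasm GFP at most 10,000,000; inconclusive means under 30 cells or total GFP of 10,000,000 plus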
GPR55 beta-arrestin: GPR55 agonists via beta-arrestin recruitment, primary screen, imaging, U2OS cells, beta-arrestin-GFP redistribution (AID 1961); U2OS GPR55 beta-arrestin-GFP redistribution imaging; higher % means a stronger effect; one-dose activation, % at 10 µM; EC50 in µM for titrated hits; actives 0.048% (n = 290,000);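 active means activation above 40% with more than 50 cells counted in the well; inconclusive means wells holding fewer than 50 cells, flagged as toxic or sparse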;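 further: U2OS osteosarcoma cells stably expressing GPR55 and beta-arrestin-GFP; plate controls were DMSO negative control for no effect and LPI positive control for full effect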
UTI89 phage lysis: protection from phage-mediated lysis, alamar blue read-out – E. coli UTI89, K1F phage, bacterial capsule biogenesis inhibitors (AID 488966). actives 0.02% (n = 340,000). one-dose inhibition, % at 100 µM; IC50 in µM for titrated hits. E. coli UTI89 K1F phage lysis, alamar blue, 2 h; higher % means a stronger effect;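 active means phage lysis inhibition, versus mean bacterial control, above a set limit; inconclusive means no clear call, values can overlap the other calls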;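 further: capsule biogenesis inhibitors block K1F phage lysis so surviving cells raise fluorescence; higher fluorescence means more inhibition of phage lysis; actives were called in the ten point dose series up to 300 µM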
GPR55 antagonists: GPR55 antagonists blocking LPI-driven arrestin recruitment, primary screen, imaging, U2OS, beta-arrestin-GFP, LPI agonist (AID 2013); actives 0.13% (n = 290,000); U2OS GPR55 beta-arrestin-GFP translocation imaging, LPI antagonism; higher % means a stronger effect; inhibition, % at 10 µM, or IC50 in µM where a hit was titrated;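 active means spots per cell inhibited over 60%, with over 100 cells counted and total cytoplasm intensity under 500,000; inconclusive means wells with under 100 cells, flagged as likely toxic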;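 further: U2OS cells stably carrying GPR55 and arrestin-GFP stimulated by 5 µM LPI near EC80; imaged beta-arrestin-GFP aggregate spots per cell after agonist stimulation; plate controls were LPI-stimulated DMSO wells for no effect and DMSO wells without LPI for full effect; some results filed as inactive read as strong as hits; confirmed hits need IC50 under 10 µM and bright autofluorescent wells are also inconclusive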
SIAH1 antagonists: Siah-1 peptide-binding antagonists, primary screen, biochemical, fluorescence polarization, rhodamine-plectin, uHTS (AID 1817); displacement, % at 20 µM; hits with a dose series show IC50 in µM; Siah-1 / rhodamine-plectin peptide fluorescence polarization; higher % means a stronger effect; actives 0.02% (n = 290,000);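 active means displacement of at least 50% at 20 µM, with a fluorescence ratio check between 0.3 and a set limit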;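 further: plate controls were Siah plus tracer with DMSO for no effect and tracer alone without Siah for full effect; strong numbers were not always called active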
NTR1 agonist: agonists of NTR1, primary screen, imaging, U2OS cells, beta-arrestin-GFP, high content (AID 493036) | P30989 | NTR1-U2OS beta-arrestin-GFP spot imaging, agonist mode | activation, % at 20 µM | actives 0.17% (n = 330,000);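 active means activation at or above 40% of the spot to cytoplasm intensity ratio, with at least 20 cells analyzed; inconclusive means wells under 20 cells, flagged as cytotoxic or low count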;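 further: 0% = DMSO without peptide and 100% = 100 nM NTR1 peptide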
Target sequence (P30989 whole entry, looked up): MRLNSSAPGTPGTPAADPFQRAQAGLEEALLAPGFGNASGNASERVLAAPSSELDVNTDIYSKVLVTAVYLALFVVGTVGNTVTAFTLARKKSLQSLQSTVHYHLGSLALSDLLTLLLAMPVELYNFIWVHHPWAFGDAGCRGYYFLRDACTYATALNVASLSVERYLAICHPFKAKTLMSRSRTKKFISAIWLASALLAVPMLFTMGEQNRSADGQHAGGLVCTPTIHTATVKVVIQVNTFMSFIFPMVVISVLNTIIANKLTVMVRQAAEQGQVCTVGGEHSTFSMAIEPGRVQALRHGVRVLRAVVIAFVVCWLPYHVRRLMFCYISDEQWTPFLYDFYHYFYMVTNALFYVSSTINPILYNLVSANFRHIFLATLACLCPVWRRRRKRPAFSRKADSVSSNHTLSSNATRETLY
AID2073: disruptors of CaV2.2 binding to Mint1 – biochemical, HTRF (AID 2073). HTRF protein-protein interaction, Mint1-CaV2.2; higher % means a stronger effect. inhibition, % at 20 µM; hits with a dose series show IC50 in µM. actives 0.19% (n = 290,000); in the data active means inhibition mostly above about 51%, no sharp cut-off; inconclusive means no clear call, values can overlap the other calls; inactive means mostly below about 53%; further: some results filed as inactive read as strong as hits
Dengue-2 NS5 capping: Dengue-2 NS5 methyltransferase inhibitors, primary screen, biochemical, confirmation dose response (AID 588689); actives 0.3% (n = 340,000); Dengue-2 NS5 methyltransferase capping enzyme assay, biochemical; higher % means a stronger effect; inhibition, % at 25 µM; hits with a dose series show IC50 in µM; in the data active means a potency from the dose series; inconclusive means inhibition above about 29% without an active follow-up result
NTR1 agonist cell count 20 µM: further read-out of NTR1 agonist, marked with its call; cell count; measured here: cell count, cytotoxicity flag
Dengue-2 NS5 capping pilot replicate: also measured in Dengue-2 NS5 capping; calls as there; inhibition, %; measured here: pilot screen replicate inhibition
* = called active by the depositor; ? = inconclusive; [ ] = remark or other dose. Rows are unselected; any-hit rate near 1.2%.

SMILES	HIV fusion peptide	GPR35 arrestin U2OS	GPR55 beta-arrestin	UTI89 phage lysis	GPR55 antagonists	SIAH1 antagonists	NTR1 agonist	NTR1 agonist cell count 20 µM	AID2073	Dengue-2 NS5 capping	others
COc1ccc(C(=O)n2nc(C)cc2Nc2ccccc2)cc1	-1.4%	-4.9%	0.0%	-0.5%	15.5%	2.9%	2.4	49	-2.6%	-10.3%
Cc1nnc(SCC(=O)NCc2ccccc2)s1	-0.1%	-10.4%	0.0%	0.4%	-1.5%	-2.9%	-1.8	71	-4.1%	-3.5%
COc1ccccc1NC(=O)C1=C(C)Nc2nnnn2C1c1ccncc1 (stereo unspecified)	-1.8%	-1.2%	0.0%	0.0%	15.8%	8.6%	-0.4	80	-1.7%	-1.6%
O=C(NCCOc1ccccc1)C1CCC(=O)N(C2CCCCCC2)C1 (stereo unspecified)	3.5%	5.3%	0.6%	0.1%	-8.0%	-6.0%	-0.1	63	13.2%	1.9%
CC1(C)C2CC=C(/C=N/NC(=O)c3ccc(Cl)cc3)C1C2 (stereo unspecified)	-0.4%	-6.9%	-0.2%	1.2%[50 µM]	-8.1%	3.5%	4.6	62	4.4%	4.5%
COC(C)(C)[C@]12CC(O)(C(C)C)ON1[C@H]1CCCCC1N2O (stereo partly specified)	-0.5%	0.6%	-0.2%	0.9%	-0.1%	1.8%	1.5	48	1.9%	7.6%
CCc1nnc2c(N(C)S(=O)(=O)c3ccc(C)cc3)nc3ccccc3n12	1.9%	-3.7%	-0.2%	0.3%	10.1%	11.7%	2.4	64	1.0%	-3.5%
O=C1OCC(CO)(CO)N=C1NNc1ccccc1[N+](=O)[O-]	-3.9%	3.3%	-0.3%	0.8%	-12.0%	-6.9%	-0.5	55	-17.7%	0.8%
Clc1cccc(-c2nnc(SCc3nc4ccccc4[nH]3)n2Cc2ccco2)c1	-2.8%	4.5%	-0.2%	-0.2%	3.2%	-2.1%	6.3	85	-2.8%	-9.6%
CCC(C)(NC(=O)c1ccccn1)C(=O)NC1CCCC1 (stereo unspecified)	-1.1%	-7.5%	0.5%	-0.1%	-2.6%	0.4%	-0.1	40	-6.4%	-6.7%
Cc1ccccc1CNS(=O)(=O)c1c(C)[nH]c(C)c1C(=O)N1CCCCC1	0.0%	-8.3%	-0.1%	-0.4%	2.0%	-1.1%	1.2	57	-0.4%	-1.8%
O=C(CNCc1ccc(F)cc1)Nc1ccc(S(=O)(=O)N2CCOCC2)cc1	0.9%	17.2%	0.0%	-0.4%	3.9%	10.3%	1.4	63	3.1%	4.5%
O=C(COC(=O)c1cc(S(=O)(=O)NCc2ccccc2)ccc1O)NCc1ccccc1	-1.6%	-11.1%	0.5%	-0.7%	-5.7%	-4.9%	1.0	57	13.9%	-1.2%
CC1CCCN(C(=O)CCNC(=O)c2ccccc2Cl)C1 (stereo unspecified)	0.5%	10.0%	-0.1%	0.2%	5.5%	2.0%	-0.8	96	13.3%	5.2%
CC1CCCCN1C(=O)CSc1nc(C2CC2)nc2ccccc12 (stereo unspecified)	0.5%	2.7%	0.5%	0.0%	9.5%	-1.0%	1.4	42	8.7%	-9.1%
O=C(CCc1ccccc1)Nc1cc(Cl)ccc1O	1.2%	12.3%	0.0%	-2.2%	-2.4%	1.2%	0.6	92	16.2%	2.4%
CCOC(=O)N1CCC(NC(=O)C(NS(=O)(=O)c2cccc3nsnc23)c2ccccc2)CC1 (stereo unspecified)	1.5%	-7.8%	-0.4%	-0.2%	2.9%	0.3%	2.3	41	33.4%	-5.4%
O=C(CCNS(=O)(=O)c1ccccc1C(F)(F)F)NCc1ccc2c(c1)OCO2	-2.4%	-3.7%	-0.2%	0.0%	3.7%	4.4%	-1.1	76	2.9%	3.9%
COc1ccc(CNC(=O)C/C(C)=N/NC(=O)Cc2ccc(OC)c(OC)c2)cc1	-2.5%	-4.7%	0.2%	0.9%	14.2%	2.6%	1.7	38	5.1%	-4.4%
Cc1cccc(S(=O)(=O)c2c(N)n(/N=C/c3cccnc3)c3nc4ccccc4nc23)c1	-0.9%	13.4%	-0.2%	-0.1%	11.9%	-7.9%	11.2	69	8.4%	-3.5%
Cc1cccc(N2CCN(C(=O)c3cc4cc(F)ccc4[nH]3)CC2)c1C	-0.4%	-10.8%	0.0%	-0.3%	7.1%	-0.7%	20.2	78	25.0%	-2.6%
O=C(Nc1ccccc1C(=O)Nc1ccc2c(c1)OCO2)c1ccco1	-0.1%	0.1%	-0.1%	2.5%	13.7%	0.5%	0.9	57	-2.7%	-11.2%
CC(C)NC(=O)COC(=O)c1ccccc1C(=O)c1ccccc1	-1.6%	3.6%	0.3%	-0.6%	13.7%	-7.7%	1.9	48	0.4%	1.6%
Cc1ccc(OCC(=O)N(Cc2cccc(F)c2)C2CCS(=O)(=O)C2)cc1 (stereo unspecified)	1.0%	11.0%	-0.2%	-0.2%	10.8%	2.7%	-0.5	66	-0.1%	-13.6%
O=C(O)/C=C/c1cn(Cc2ccccc2)nc1-c1cccs1	3.9%	-17.2%	-0.4%	0.3%	-1.4%	3.6%	-0.9	50	15.5%	-0.7%
CNS(=O)(=O)c1cccc(C(=O)NCC2CCCCC2)c1	0.8%	-4.4%	-0.1%	0.1%	8.7%	-1.5%	-0.8	72	8.8%	-5.9%
CC1(C)c2ccccc2N2CC(=O)N(CC(N)=O)C21C (stereo unspecified)	29.0%	7.5%	-0.1%	2.7%	-2.5%	31.5%	-0.6	48	-7.2%	?
COc1ccc(C(=O)Nc2ccnn2C2CCN(Cc3ccc4nonc4c3)CC2)cc1	1.3%	11.6%	0.0%	0.5%[50 µM]	19.9%	0.9%	-1.1	64	15.1%	-2.6%
C=CCn1c(CNC(=O)c2cccs2)n[nH]c1=S	-0.8%	-4.2%	0.1%	-0.4%[50 µM]	-3.2%	-4.3%	-0.8	63	-19.9%	-7.2%
Cc1ccc(CNC(=O)COc2ccc(S(=O)(=O)N3CCCC3)cc2)cc1	-0.9%	-17.0%	-0.2%	-0.3%	-1.8%	-4.6%	-1.5	51	-0.5%	-0.9%
Nc1ccc2c(c1)N=[N+]([O-])c1cc(N)ccc1C2	0.9%	17.4%	0.0%	0.4%	8.2%	-2.1%	-1.1	60	11.4%	3.9%
Nc1ccc2nc(-c3cccnc3)[nH]c2c1	-2.1%	7.4%	-0.1%	1.1%[50 µM]	5.7%	-4.4%	0.7	54	27.0%	4.2%
COc1ccc(C(=O)N[C@H](C(=O)Nc2nc3ccccc3[nH]2)C(C)C)cc1	0.0%	1.0%	0.6%	0.3%	5.5%	-2.7%	-1.3	54	4.0%	2.2%
CCOc1cc(CNC(C)(C)CO)cc(Br)c1OCc1ccc(Cl)cc1Cl	-1.0%	3.9%	0.0%	8.1%	15.6%	3.1%	14.2	57	-11.5%	1.6%
O=C(C1CCN(S(=O)(=O)c2cnc[nH]2)CC1)N1CCn2c1nc1ccccc12	-2.0%	-4.5%	0.2%	-0.2%	9.4%	3.7%	4.2	46	-0.7%	-7.7%
CCC(CC)c1nnc(NC(=O)c2cc(-c3ccccc3)nc3ccccc23)s1	0.9%	20.3%	-0.2%	1.1%[50 µM]	6.7%	-2.2%	5.2	47	-7.4%	1.9%
Cc1nc2ccccc2n1CCc1nc2c3ccccc3nc(=S)n2[nH]1	-1.3%	-0.8%	-0.1%	-0.2%	5.1%	-0.4%	-0.5	73	-2.4%	0.7%	Dengue-2 NS5 capping pilot replicate=-1.1
CCOC(=O)CCc1c(C)nc2cc(-c3ccccc3OC)[nH]n2c1=O	1.6%	15.6%	-0.3%	-2.8%	14.1%	9.0%	-2.9	98	6.3%	-4.9%
C[C@H](NC(=O)C1CC(=O)N(c2ccc3c(c2)OCO3)C1)C(=O)NCc1ccco1 (stereo partly specified)	1.3%	-6.4%	-0.1%	0.4%	-2.8%	-2.4%	-0.5	55	8.9%	-1.8%
Cc1ccc(/C=N/NC(=O)CSc2nc3ccccc3[nH]2)o1	-1.2%	4.0%	-0.1%	0.4%	-12.3%	-7.4%	2.4	41	3.1%	-1.7%
O=C(CN1CCN(c2ccc(O)cc2)CC1)Nc1ccc(SC(F)F)cc1	10.0%	-23.7%	0.3%	7.6%	12.8%	7.5%	1.9	56	-4.6%	-0.7%
O=C(Cn1c(CN2CCCCC2)nc2ccccc2c1=O)Nc1ccccc1	0.8%	-5.1%	-0.1%	1.0%	-4.8%	2.7%	0.3	62	0.0%	-3.5%
COc1ccc(-c2c[n+]3c(n2-c2ccccc2)CCCCC3)cc1	3.8%	-2.6%	0.2%	0.0%	2.6%	3.4%	0.0	77	3.6%	-6.4%
COC(=O)CCCNC(=O)c1ccc2oc(CCCc3ccccc3)nc2c1	-1.1%	-4.9%	-0.3%	3.2%	8.0%	1.1%	0.2	56	-6.8%	-8.2%
COC(=O)c1cc2sccc2n1CC(=O)Nc1cccc(SC)c1	1.7%	4.2%	-0.4%	0.1%	8.5%	9.6%	-0.7	54	9.4%	7.2%
Cn1c(SCc2ccccc2)nnc1-c1ccc2nonc2c1	2.1%	1.3%	0.0%	0.3%	-6.4%	6.0%	-0.3	38	7.4%	-12.4%
O=C(NCCCN1CCOCC1)c1cc(C(=O)C2CC2)c[nH]1	-0.8%	1.1%	0.0%	-0.1%	12.0%	-0.5%	1.0	81	-0.2%	-2.6%
S=C(NCCc1ccccc1)NCC(c1ccco1)N1CCCCC1 (stereo unspecified)	0.0%	-7.7%	-0.2%	-0.1%	14.0%	-0.4%	1.7	22	-0.9%	-4.0%
CC(=O)N1C(=O)CC(C)N(C(C)=O)c2ccc([N+](=O)[O-])cc21 (stereo unspecified)	2.9%	-4.2%	-0.1%	1.4%	-7.5%	-0.3%	0.0	38	8.9%	1.1%
c1ccc(C(c2nnnn2C2CCCC2)N2CCCCCC2)nc1 (stereo unspecified)	-1.0%	7.7%	-0.2%	2.0%	-4.9%	2.0%	1.3	45	-4.8%	2.0%
